# Screens as filed in PubChem BioAssay.
# RGS12 GoLoco inh: inhibitors of human Gai1-RGS12 GoLoco interaction (red fluorophore). Gai1:RGS12 GoLoco peptide FP, rhodamine, 10 min. Potency, µM (highest dose often 61.6 µM), for the others: top-dose activity, negative = inhibition, usual class: inhibitors. 0.44% of 230,000 active. P63096; active = well fitted inhibition curve with a large enough effect, not every such curve was filed as active; inactive = no such curve, though single readings can be large or run the other way; note: % is set by controls: 0 for no effect and ±100 for the full control effect; nearly all actives have a fitted effect of over 30% in size; many of its hits are not listed in these tables
# Target sequence (P63096 whole entry, looked up): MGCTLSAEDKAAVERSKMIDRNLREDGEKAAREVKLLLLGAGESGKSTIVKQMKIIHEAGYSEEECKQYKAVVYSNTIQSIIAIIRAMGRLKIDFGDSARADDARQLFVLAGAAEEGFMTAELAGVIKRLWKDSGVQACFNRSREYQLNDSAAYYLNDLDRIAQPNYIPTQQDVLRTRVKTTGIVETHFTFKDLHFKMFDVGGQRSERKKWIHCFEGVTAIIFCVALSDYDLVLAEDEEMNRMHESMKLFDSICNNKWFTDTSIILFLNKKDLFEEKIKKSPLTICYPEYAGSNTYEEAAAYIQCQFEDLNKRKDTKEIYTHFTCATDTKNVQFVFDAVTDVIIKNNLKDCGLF
# IMPase Li inh: IMPase inhibition in cells with lithium potentiation | 0.35% of 210,000 active | Potency, µM (doses to about 59.4 µM), inactives show at the top dose activity, negative = IMPase inhibition, usual class: inhibitors | CHO-M1 cells, IP1 TR-FRET (IP-One), carbachol + lithium;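 note: IP1 builds up when IMPase is blocked and the TR-FRET signal falls; plate controls were basal vehicle for no effect and high inhibitor control for full effect; nearly all actives have a fitted effect of over 50% in size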
#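 Readout is a homogeneous TR-FRET IP1 immunoassay (Ex 320, Em 665 and 620), where raised cytosolic IP1 lowers signal. Cells were CHO-M1 treated 30 min at 37C with test compounds plus a little lithium; AC50 values came from Hill-equation fitting.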
# KinaseGlo FLuc: Kinase-Glo luciferase inhibition (counter-screen); Kinase-Glo luciferase, ATP luminescence, 8 min; Potency, µM (doses to about 38.3 µM), for the others: top-dose activity change, negative = inhibition, most hits filed as inhibitors; 0.28% of 200,000 active; AID 1379; note: % is set by controls: 0 for no effect and ±100 for the full control effect; nearly all actives have a fitted effect of over 60% in size
#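 Kinase-Glo luciferase light output from ATP and luciferin was measured with 10 uM ATP, within the enzyme's linear range. Buffer: 50 mM imidazole pH 7.2, 50 mM KCl, 7 mM MgCl2, 0.01% Tween 20, 0.05% BSA; luminescence read after 8 min at ambient temperature.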
# RECQ1 helicase: blocks DNA unwinding by human RECQ1 | P46063 | RECQ1 DNA unwinding, red fluorescence kinetic read | Potency, µM (highest dose often 57.3 µM), inactives show at the top dose activity, negative = inhibition, most hits filed as inhibitors | 0.54% of 240,000 active;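 note: plate controls were vehicle for no effect and no enzyme for full effect; nearly all actives have a fitted effect of over 30% in size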
#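 50 nM RECQ1T1 preincubated 15 min with compound in Tris pH 8.0 buffer with MgCl2, DTT, Tween-20 and 2.5 ug/ml poly(dI-dC); started with 200 nM TAMRA/BHQ-2 forked duplex and 2 mM ATP. Unwinding read as fluorescence (525/598 nm), two reads 2 h apart.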
# NPSR antag: neuropeptide S receptor (human) antagonism, cAMP | AID 1461 | Q6W5P4 | Potency, µM (top dose mostly 38.3 µM), without a hit: top-dose activity change, negative = inhibition, usual class: inhibitors | CHO-NPSR cells, cAMP TR-FRET, antagonist mode | 1% of 220,000 active; note: % is set by controls: 0 for no effect and ±100 for the full control effect; nearly all actives have a fitted effect of over 50% in size; many of its hits are not listed in these tables
# Target sequence (Q6W5P4 whole entry, looked up): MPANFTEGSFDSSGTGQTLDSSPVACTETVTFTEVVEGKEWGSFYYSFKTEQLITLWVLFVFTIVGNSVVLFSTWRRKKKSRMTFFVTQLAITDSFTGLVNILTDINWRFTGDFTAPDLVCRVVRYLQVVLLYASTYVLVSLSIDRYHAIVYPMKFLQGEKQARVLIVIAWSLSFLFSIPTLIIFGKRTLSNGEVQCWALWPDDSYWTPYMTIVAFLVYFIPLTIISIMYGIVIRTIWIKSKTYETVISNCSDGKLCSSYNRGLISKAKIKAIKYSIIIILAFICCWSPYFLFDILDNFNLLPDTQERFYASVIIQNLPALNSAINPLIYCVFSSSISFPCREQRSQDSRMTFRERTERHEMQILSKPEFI
# Epigenetic reg: epigenetic control regulation, reporter derepression; 0.2% of 280,000 active; murine LDR cells, GFP reporter derepression, 30 h; AID 1865; Potency, µM (series often up to 53.9 µM), for inactives: top-dose GFP activation, most hits filed as activators; note: % of control where 0% means no effect; nearly all actives have a fitted effect of over 60% in size
#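 Reporter derepression read as number of fluorescent GFP-positive objects, 20-120 um in size, counted by laser-scanning cytometer. Mouse LDR line with an epigenetically silenced CMV-GFP locus; compound incubation 30 h, 37 C.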
# JMJD2E inh: blocks human JMJD2E demethylase activity. B2RXH2. JMJD2E catalytic domain, FDH-coupled NADH fluorescence (FDH is formaldehyde dehydrogenase). Potency, µM (top dose mostly 57.1 µM), for the others: top-dose activity change, negative = inhibition, hits mostly inhibitors. 1.6% of 230,000 active. AID 2147; active = well fitted inhibition curve with a large enough effect, not every such curve was filed as active; inconclusive = small, poorly fitted or top-dose-only effect, or another doubt; inactive = no such curve, though single readings can be large or run the other way;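 note: 0% = wells with enzyme and -100% = buffer wells without enzyme; nearly all actives have a fitted effect of over 50% in size; many of its hits are not listed in these tables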
# Target sequence (B2RXH2 1-337 limits assumed): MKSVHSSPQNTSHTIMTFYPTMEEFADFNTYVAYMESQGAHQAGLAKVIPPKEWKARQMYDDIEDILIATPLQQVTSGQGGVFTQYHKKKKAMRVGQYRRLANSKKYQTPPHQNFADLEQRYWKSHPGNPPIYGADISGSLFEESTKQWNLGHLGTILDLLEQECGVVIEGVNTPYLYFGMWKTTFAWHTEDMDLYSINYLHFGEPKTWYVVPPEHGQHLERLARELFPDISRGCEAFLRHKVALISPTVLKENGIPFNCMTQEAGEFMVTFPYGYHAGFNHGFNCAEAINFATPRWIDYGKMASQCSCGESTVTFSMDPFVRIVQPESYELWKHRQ
# SMN2 splice enh: increases expression of the SMN2 splice variant; AID 1458; 2.8% of 210,000 active; HEK293 SMN2-luciferase splicing reporter, luminescence, 30-36 h; Potency, µM (titrated, usually from 46.1 µM), for the others: at the highest dose activity change, positive = activation, usual class: activators; note: % of control where 0% means no effect; nearly all actives have a fitted effect of over 55% in size
#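 HEK293 cells carry an SMN2 minigene-luciferase reporter in which exon 7 inclusion puts luciferase in frame. Cells were seeded at 2000 cells/well, attached for 10-12 hours, then exposed to compounds for 30-36 hours at 37C before ONE-Glo luminescence.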
# * marks the source's active call; other numbers are inactive results; i = inactive; u = inconclusive; x = no result given; [ ] = remark or other dose. Unless noted, calls come from the whole dose curve; as a rule, active = well fitted curve in the direction sought with a large enough effect; inconclusive = small, poorly fitted or top-dose-only effect, or another doubt; inactive = no such curve, though single readings can be large; an effect the other way counts as inactive or inconclusive. Potency is the fitted concentration of half-maximal effect. Some of the compounds tested (hit frequency here may not be typical).
# The opening four entries as a preview:
SMILES,RGS12 GoLoco inh,IMPase Li inh,KinaseGlo FLuc,RECQ1 helicase,NPSR antag,Epigenetic reg,JMJD2E inh,SMN2 splice enh
CC(C)OC(=O)CC(=O)c1sc2nc3c(cc2c1N)CN(C)CC3,45%[activator],-1%[38.3 µM],0%,13µM*,u,-1.2%,u,-4%
CCOc1ccc(-n2c(SC)nc3c(c2=O)SCC3)cc1,4%,20%[38.3 µM],3%,0%,-2%[46.1 µM],1.1%,1%,30%
CCCCOc1ccc(CNC(=S)N/N=C/c2ccc(OC)c(OC)c2)cc1,-28%,6%[38.3 µM],-3%,-14%,u,4.3%,-6%,1%
O=C1c2ccccc2C(=O)c2c1cccc2N1CCN(CCO)CC1,5%,28%[38.3 µM],-7%,-11%,u,-2.2%,14%,-10%

# This part in full, from the first entry:
SMILES,RGS12 GoLoco inh,IMPase Li inh,KinaseGlo FLuc,RECQ1 helicase,NPSR antag,Epigenetic reg,JMJD2E inh,SMN2 splice enh
CC(C)OC(=O)CC(=O)c1sc2nc3c(cc2c1N)CN(C)CC3,45%[activator],-1%[38.3 µM],0%,13µM*,u,-1.2%,u,-4%
CCOc1ccc(-n2c(SC)nc3c(c2=O)SCC3)cc1,4%,20%[38.3 µM],3%,0%,-2%[46.1 µM],1.1%,1%,30%
CCCCOc1ccc(CNC(=S)N/N=C/c2ccc(OC)c(OC)c2)cc1,-28%,6%[38.3 µM],-3%,-14%,u,4.3%,-6%,1%
O=C1c2ccccc2C(=O)c2c1cccc2N1CCN(CCO)CC1,5%,28%[38.3 µM],-7%,-11%,u,-2.2%,14%,-10%
COc1cc(C2c3c(-c4ccccc4)n[nH]c3C(=O)N2c2ccc(C(=O)O)cc2)ccc1O (stereo unspecified),4%,-3%[38.3 µM],6%,1%,-7%[46.1 µM],2.1%,3%,-8%
C=CCCCCCCC=C,1%,-12%,x,0%,x,x,x,0%
O=C1C(=O)N(CNc2cccnc2)c2ccccc21,1%,-1%,-1%,-1%,17%,-1.0%,1%,-15%
CC1=C(C(=O)N2CCCC(CCC(=O)NCc3ccc(F)c(F)c3)C2)OCCO1 (stereo unspecified),6%,3%,-1%,2%,5%,-1.0%,8%,x
O=C(Nc1ccc(C(F)(F)F)cc1)c1cc(S(=O)(=O)NCC2COc3ccccc3O2)ccc1F (stereo unspecified),-1%,5%,1%,-21%,-15%[46.1 µM],6.9%,-2%,-53%[inhibitor]
CCOc1ccc2[nH]c3c(=O)n(CCC4=CCCCC4)cnc3c2c1,-1%,x,x,0%,10%[7.67 µM],1.4%,u,x
CCCN(CCC)C(=O)CSc1nc2n[nH]c(C)c2c(=N)n1-c1ccc(OC)cc1,-3%,3%[38.3 µM],1%,-10%,u,-0.2%,1%,-10%
COc1ccc2c(c1)OC(=O)CC2c1ccccc1C (stereo unspecified),8%[88.7 µM],0%,1%[39.9 µM],i,x,1.4%[96.6 µM],x,x
CCOC(=O)c1cnc2ccccc2c1Nc1ccc(C(=O)O)cc1,15%,-1%,2%,-2%,-35%,6.2%,11%,11%
COc1ccccc1NC(=O)COC(=O)c1cnccn1,10%,13%[38.3 µM],-2%,-3%,-14%[46.1 µM],0.8%,2%,-6%
CNc1ccc(Br)cc(C(=O)/C=C/c2ccc(Cl)cc2Cl)c1=O,72%[activator],15%,-14%,-27%,u,u,u,x
Cc1noc(C)c1COC(=O)c1ccc2c(c1)OCCO2,12%,1%,3%,i,0%[46.1 µM],-1.0%,8%,16%
CCCNC(=O)c1nc(C)n(-c2cc(Cl)cc(Cl)c2)n1,10%,8%,1%,i,-8%,-1.4%,3%,-4%
O=C(Nc1ccc(Br)cc1)C1CCC(=O)N1Cc1ccccc1Cl (stereo unspecified),-15%,4%[38.3 µM],-2%,-4%,-17%[46.1 µM],-1.4%,-1%,-12%
CCOC(=O)CNC(=S)N1CCn2c(nc3ccccc32)C1,8%,-7%,0%,-13%,26%,0.2%,3%,-16%
CCN(CC)S(=O)(=O)c1ccc2c(c1)nc(CCC(=O)OCC(=O)Nc1c(F)cccc1F)n2C,20%,-3%,-2%,i,-12%,-1.9%,-3%,13%
O=C(NCc1ccc2c(c1)OCO2)c1ccc(CSCc2ccccc2Cl)o1,1%,5%,4%,-9%,-11%[46.1 µM],1.3%,-8%,-5%
CC(=O)Nc1ccc(N2C(=O)CC(N3CC(C)OC(C)C3)C2=O)cc1 (stereo unspecified),-21%,-14%[38.3 µM],0%,-9%,7%[46.1 µM],0.0%,4%,-9%
Cc1csc(NC(=O)CSc2nnc(-c3ccco3)n2C)n1,-1%,-7%[38.3 µM],1%,i,-2%[46.1 µM],-1.0%,-3%,-3%
CCC(C)[C@H]1CNC(=S)N1CCc1cc(C(F)(F)F)cc(C(F)(F)F)c1 (stereo partly specified),3%,6%,x,u,57%,3.3%,-1%,x
COc1ccc(-c2[nH]ncc2/C=C(/C#N)C(=O)NC2CCCCC2)cc1,8%,31%[activator][38.3 µM],12%,-1%,u,1.0%,u,-14%
# Next part:
SMILES,RGS12 GoLoco inh,IMPase Li inh,KinaseGlo FLuc,RECQ1 helicase,NPSR antag,Epigenetic reg,JMJD2E inh,SMN2 splice enh
CC(=O)N1Cc2ccccc2C(C)CC12CCCCC2 (stereo unspecified),-17%,7%,-1%,-14%,-9%,2.9%,12%,-5%[1.84 µM]
Cc1c(Cl)cccc1N/C(=N/S(=O)(=O)c1cccs1)c1ccccc1,1%,15%,-2%,-12%,39%,1.1%,-1%,x
Cc1cccc(OCc2nnc(SCC(=O)N3CCc4ccccc43)n2C)c1,8%,-9%[38.3 µM],-1%,-25%,-16%[46.1 µM],-0.4%,0%,-4%
CN(Cc1ccco1)C(=O)C(Cc1ccccc1)NS(=O)(=O)c1ccc2c(c1)CCC(=O)N2 (stereo unspecified),-9%,u,-2%,-13%,-15%[46.1 µM],0.8%,1%,8%
Cc1ccnc(NC(=O)CCC2CCCCC2)c1,21%,20%[38.3 µM],-2%,-15%,-13%[46.1 µM],-1.0%,7%,u
O=C(O)COC(=O)C1C(c2ccccc2)C(C(=O)O)C1c1ccccc1 (stereo unspecified),5%,-2%,5%,i,10%,-1.9%[10.1 µM],-17%,-3%
CC12C=CC3(CN(Cc4ccccc4)C(=O)C3C1C(=O)NCc1ccco1)O2 (stereo unspecified),x,x,x,-5%,-5%[46.1 µM],1.0%,4%,x
Cc1ccc(S(=O)(=O)NC2=NCN(CCOC(=O)c3ccccc3)CN2)cc1,-9%,24%[38.3 µM],0%,32µM*,2%[46.1 µM],-1.5%,0%,5%
COc1ccc(-c2nc(SC)n(C(=O)c3ccco3)n2)cc1,11%,12%[38.3 µM],-11%,5%,-7%[46.1 µM],3.2%,-12%,u
O=c1c2cn[nH]c2[nH]c(=S)n1-c1ccccc1,-4%,15%,-1%,-7%,-6%[46.1 µM],-1.2%,-8%,-17%
C#CCOCCOCCOCCNc1nc(N2CCN(C(=O)[C@H]([C@@H](C)CC)n3cc([C@@H](N)Cc4ccc(O)cc4)nn3)CC2)nc(N2CCN(C(=O)[C@H](Cc3cc4ccccc4[nH]3)n3cc([C@@H](N)C(C)CC)nn3)CC2)n1 (stereo partly specified),2%,2%,x,-18%,38%,1.6%,-2%,x
NC(=O)[C@@H]1[C@@H]2C(=O)N(c3ccc(F)cc3)C(=O)[C@@H]2[C@H]2C=Cc3ccccc3N21,54%[activator],x,x,-17%,-29%,3.8%,u,x
O=C(c1cccc(Cl)c1)C1CCCN(Cc2ccc(N3CCNC3=O)cc2)C1 (stereo unspecified),8%,23%,2%,i,-12%,18%,-13%,-15%
CCCCS(=O)(=O)N1C2=NC(C(=O)OC)=C(C(=O)OC)[C@@H]3N(Cc4ccccc4)c4ccccc4[C@]23C[C@H]1C(=O)OC,4%[14.2 µM],7%,-7%[7.66 µM],-11%[11.5 µM],x,x,-3%[11.4 µM],-7%[9.22 µM]
COc1ccc(OC)c(S(=O)(=O)N(C)CC(=O)Nc2ccc3c(c2)OCO3)c1,3%,22%[38.3 µM],3%,-2%,-6%[46.1 µM],0.0%,-1%,5%
O=C(O)CNc1ccccc1C(=O)O,2%,x,x,-9%,7%,0.0%,u,x
CC(C)Sc1nc2ncnc(N)c2[nH]1,-6%,0%,-4%,-5%,11%,-3.3%,0%,14%
COc1ccc(NC(=O)C(NC(=O)c2ccc(=O)[nH]c2)c2ccc(C)cc2)cc1 (stereo unspecified),-1%,-3%,-1%,-4%,12%,-0.9%,0%,u
Cc1ccc(-c2oc3ncnc(N)c3c2-c2ccc(C)cc2)cc1,1%,22%[38.3 µM],0%,-6%,u,0.0%,u,-14%
CC1(C)CC(=O)C2=C(C1)OC1=C(C(=O)CC(C)(C)C1)C2c1cc([N+](=O)[O-])cc([N+](=O)[O-])c1O,-2%,10%,3%,i,-51%,1.4%,2%,-3%
COC(=O)N1CCC2(CCCN(c3ccccn3)C2)CC1,1%,23%,-3%,-4%,x,x,x,-23%
C/C(=N\NC(=O)C(N)=O)c1ccc(NC(=O)c2cccs2)cc1,11%,6%,-7%,i,-5%,-1.1%,-2%,u
CCC(C)OC(=O)n1ccc(C(=O)Nc2nccs2)n1 (stereo unspecified),1%,-4%,-2%,0%,2%[46.1 µM],-4.7%,-1%,41%
CCN(c1ccc(NC(=O)COC(=O)c2ccc(C)s2)cc1)C(C)C,7%,6%,0%,-10%,-9%,-1.8%,4%,4%
CCN(CC)C(=S)NC(=O)C12CC3CC(CC(C3)C1)C2,11%,0%,-3%,16%,-5%,2.4%,0%,x
Cc1cnc(C(=O)OCC(=O)Nc2ccc(C)c(S(=O)(=O)N(C)C)c2)cn1,6%,x,x,3%,15%,-2.6%,5%,x
CCOc1ccc(N2C(=O)CN(c3cccc4ccccc34)C2=S)cc1,-8%,18%,-2%,-3%,-19%,-1.1%,9%,1%
Cc1[nH]c(N=Nc2ccccc2)nc1N=Nc1ccccc1,10%,x,x,-10%,30%,0.0%,u,x
CNC(=O)c1cc(C(=O)c2ccc(C(F)(F)F)cc2F)c[nH]1,7%,2%,-1%,-12%,-2%,-0.4%,u,-26%
Cc1cccc(OCC(=O)NC(=S)Nc2ccc(S(=O)(=O)NC3CCCCC3)cc2)c1,4%,39%[activator][38.3 µM],3%,-4%,-16%[46.1 µM],-1.0%,2%,x
